ASM inhibitor: inhibitors of human secretory acid sphingomyelinase. P17405. placental ASM, HMU-PC fluorogenic substrate, 60 min. Potency, µM (doses to about 57.5 µM), for the others: at the top dose activity change, negative = inhibition, most hits filed as inhibitors. hit rate 0.006% among 340,000; further: potency means the concentration at half of the fitted maximal effect
Target sequence (P17405 47-631 limits assumed): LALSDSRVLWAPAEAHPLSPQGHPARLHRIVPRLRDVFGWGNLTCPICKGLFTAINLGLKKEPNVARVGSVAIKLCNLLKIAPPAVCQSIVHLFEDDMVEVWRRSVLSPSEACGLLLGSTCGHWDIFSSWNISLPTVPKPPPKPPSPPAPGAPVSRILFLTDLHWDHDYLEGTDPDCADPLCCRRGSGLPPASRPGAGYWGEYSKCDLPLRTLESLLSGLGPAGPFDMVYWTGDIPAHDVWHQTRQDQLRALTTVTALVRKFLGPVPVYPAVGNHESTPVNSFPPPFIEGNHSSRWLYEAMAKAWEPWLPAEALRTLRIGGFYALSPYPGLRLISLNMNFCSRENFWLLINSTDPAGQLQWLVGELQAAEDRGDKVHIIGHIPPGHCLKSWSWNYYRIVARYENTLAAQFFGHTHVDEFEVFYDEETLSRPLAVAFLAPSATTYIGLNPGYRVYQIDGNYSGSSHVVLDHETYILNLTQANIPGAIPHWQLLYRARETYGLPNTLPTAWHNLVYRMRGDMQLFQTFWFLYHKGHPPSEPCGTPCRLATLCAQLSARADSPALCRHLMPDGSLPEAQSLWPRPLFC
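HMU-PC0 cleavage (9 uM final) by human placental ASM, 60 min at 37 °C following 10 min compound exposure at RT; stopped at pH 10, fluorescence Ex 386/Em 447 nm.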
CXXC DNA block: MLL CXXC-DNA interaction inhibition; Q03164; MLL-CXXC / FITC-HOXA9 DNA fluorescence polarization; Potency, µM (titrated, usually from 115 µM), inactives show at the top dose activity change, negative = inhibition, hits mostly inhibitors; hit rate 0.037% among 290,000; AID 2662; active means well fitted inhibition curve with a large enough effect in the polarisation, with a control signal flat, not every such curve was filed as active; inconclusive means small, poorly fitted or top-dose-only effect, or effect the other way, or a change in a side signal; inactive means no such curve, though single readings can be large or run the other way; the % refers to the polarisation; further: potency means the concentration at half of the fitted maximal effect
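Purified MLL-CXXC (added from a 7 uM solution) was preincubated 5 min at ambient with pinned compounds in 50 mM Tris-HCl pH 7.5, 50 mM NaCl, 1 mM DTT, 0.05% BSA. Fluorescein-labeled HOX-A9 DNA (50 nM solution) followed, 30 min, then polarization read.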
Menin MLL FP TR: displaces Texas Red mutant MLL peptide from human menin. hit rate 0.23% among 270,000. Menin + Texas Red MLL mutant peptide, fluorescence polarization. AID 1768. Potency, µM (doses to about 61.6 µM), for inactives: at the highest dose FP activity change, negative = inhibition, hits mostly inhibitors. O00255; active means well fitted inhibition curve with a large enough effect in the polarisation, with a control signal flat, not every such curve was filed as active; inconclusive means small, poorly fitted or top-dose-only effect, or effect the other way, or a change in a side signal; inactive means no such curve, though single readings can be large or run the other way; the % refers to the polarisation; further: potency means the concentration at half of the fitted maximal effect; % of control where 0% means no effect; many of its hits are not listed in these tables
TSHR antagonist: blocks TSH signaling through the human TSH receptor; hit rate 0.2% among 330,000; P16473; AID 504810; TSHR-expressing cells, TSH-stimulated cAMP HTRF, 2 h; stronger effect = lower value; activity change, negative = inhibition, % at 11.5 µM;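 active means activity change below a set negative limit, meaning inhibition stronger than a set level, cut at about -70% in these data; inconclusive means activity change between two set negative limits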; further: on the % scale 0 is the no-effect control and ±100 the full control effect
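Antagonism was scored as loss of TSH-driven cAMP in TSHR cells, stimulated with 4nM TSH (EC80) for 2 hours at 37 deg C and detected by homogeneous HTRF competition immunoassay.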
MBNL1-CUG inh: blocks human MBNL1 binding to CUG repeat RNA | TR-FRET MBNL1-His/biotin-(CUG)12 binding, 665/545 ratio | Potency, µM (top dose mostly 57.5 µM), for inactives: at the top dose activity change, negative = inhibition, most hits filed as inhibitors | hit rate 0.036% among 280,000 | AID 2675; active means well fitted inhibition curve with a large enough effect in the signal ratio, with a control signal flat, not every such curve was filed as active; inconclusive means small, poorly fitted or top-dose-only effect, or effect the other way, or a change in a side signal; inactive means no such curve, though single readings can be large or run the other way; the % refers to the signal ratio; further: potency means the concentration at half of the fitted maximal effect; on the % scale 0 is the no-effect control and ±100 the full control effect
Target sequence (Q9NR56 whole entry, looked up): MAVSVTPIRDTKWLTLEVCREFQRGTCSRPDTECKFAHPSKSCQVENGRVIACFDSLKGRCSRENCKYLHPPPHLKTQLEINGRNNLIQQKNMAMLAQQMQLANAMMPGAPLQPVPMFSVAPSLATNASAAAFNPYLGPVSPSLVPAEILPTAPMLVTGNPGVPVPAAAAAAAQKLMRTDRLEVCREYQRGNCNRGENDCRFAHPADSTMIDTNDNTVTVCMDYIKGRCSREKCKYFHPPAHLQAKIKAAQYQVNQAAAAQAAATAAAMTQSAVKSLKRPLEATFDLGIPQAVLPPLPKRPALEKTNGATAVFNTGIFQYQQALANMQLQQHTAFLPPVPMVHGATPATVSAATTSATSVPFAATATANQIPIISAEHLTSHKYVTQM
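MBNL1-His + Biotin-(CUG)12, cpd titration 92 nM–58 uM; Tb anti-His Ab 0.055 ng/ul, SA-XL665 5 nM (final); 60 min RT; ratiometric 665/545 nm, Ex 340 nm; normalized to buffer and full-complex controls.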
TCR act: activators of T cell receptors. Potency, µM (titrated, usually from 9.22 µM), without a hit: top-dose activation of IL-2 secretion, hits mostly activators. AID 504894. 330,000 tested, under 10 active. primary human leukocytes, anti-CD3, IL-2 HTRF, 48 h; further: % of control where 0% means no effect
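IL-2 produced over 48 hr by a-CD3 bead-stimulated primary human leukocytes exposed to compounds was detected with a homogeneous time-resolved FRET immunoassay, 665nm acceptor signal after 320nm excitation.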
a7 integrin act: activates integrin-mediated alleviation for muscular dystrophy; alpha7betagal myoblasts, beta-gal FDG fluorescence, 48 h; Potency, µM (doses to about 38.3 µM), without a hit: at the highest dose activation, most hits filed as activators; hit rate 0.064% among 350,000; AID 624291;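 further: potency means the concentration at half of the fitted maximal effect; 100% = response of the positive control SU9516; nearly all actives have a fitted effect of over 60% in size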
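Alpha7betagal+/- myoblasts (passage 13) were plated 16-24 hr, then exposed to compounds (1:260 dilution of DMSO stock) for 48 hours at 37C. After MPER lysis, β-galactosidase reporter activity was read as FDG fluorescence (ex 480/em 540) after 30 minutes.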
A-T KAP1 phos: potential ataxia-telangiectasia treatments restoring KAP-1 phosphorylation | […] A-T fibroblasts, KAP-1 phosphorylation AlphaLISA; neocarzinostatin DNA damage 30 min before lysis | Potency, µM (series often up to 57.5 µM), for the others: at the top dose activation, hits mostly activators | hit rate 0.19% among 320,000; further: potency means the concentration at half of the fitted maximal effect; % of control where 0% means no effect; nearly all actives have a fitted effect of over 45% in size
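ATM-like activity read as KAP-1 phosphorylation via AlphaLISA donor/acceptor antibody pairs after lysis and 6 hr at 25C. Cells were ATM-null patient fibroblasts ([…], hTERT), dosed 60 min, then exposed to the DSB inducer NCS for 30 min.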
PTAP TSG101 blk: blocks PTAP/TSG101 interaction to inhibit HIV-1 budding. Q99816. Fluorescence polarization, FITC-PTAP peptide / Tsg101 binding. Potency, µM (titrated, usually from 115 µM), without a hit: at the highest dose activity change, negative = inhibition, hits mostly inhibitors. 340,000 tested, under 10 active. AID 493005; active means well fitted inhibition curve with a large enough effect in the main read-out, with a control signal flat, not every such curve was filed as active; inconclusive means small, poorly fitted or top-dose-only effect, or effect the other way, or a change in a side signal; inactive means no such curve, though single readings can be large or run the other way; further: potency means the concentration at half of the fitted maximal effect; % of control where 0% means no effect
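Steps: Tsg101 binding domain dispensed (10 uM final), compounds pinned in DMSO, FITC-labeled PTAP-motif peptide added (50 nM final); after 20 min binding at room temperature, polarization measured.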
Mito fusion act: blocks mitochondrial division or promotes mitochondrial fusion | S. cerevisiae fusion-defective mutant growth rescue, CellTiterGlo 48 h | Potency, µM (top dose mostly 46.1 µM), inactives show at the top dose growth rescue (activation), most hits filed as activators | hit rate 0.23% among 320,000;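 further: potency means the concentration at half of the fitted maximal effect; % of control where 0% means no effect; nearly all actives have a fitted effect of over 45% in size; temperature-sensitive fusion mutants such as fzo1-1 at 37 °C on non-fermentable ethanol glycerol medium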
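S. cerevisiae fusion-defective temperature-sensitive mutants (e.g. fzo1-1, mgm1-5) grown 48 h at 37C in YPEG (ethanol/glycerol non-fermentable) medium with 23 nl compound per well; growth rescue read as CellTiterGlo luminescence.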
Active calls of the source: *; ? = inconclusive; · = no result given; & = joins results of further samples; [ ] = dose if it differs, or a comment. Unless noted, the call rests on the fitted dose curve; in most records, active means well fitted curve in the direction sought with a large enough effect; inconclusive means small, poorly fitted or top-dose-only effect, or another doubt; inactive means no such curve, though single readings can be large; an effect the other way counts as inactive or inconclusive.

SMILES | ASM inhibitor | CXXC DNA block | Menin MLL FP TR | TSHR antagonist | MBNL1-CUG inh | TCR act | a7 integrin act | A-T KAP1 phos | PTAP TSG101 blk | Mito fusion act
Cc1oc2c(C)c3oc(=O)c(CC(=O)N[C@@H](CC(C)C)C(=O)N[C@@H](Cc4ccccc4)C(=O)O)c(C)c3cc2c1C | 133%[activator] | 8% | 26% | -1 | -3% | 10% | -9% | 2% | -6% | -3%
CCOc1ccccc1N1CC(C(=O)NCCc2ccc(S(N)(=O)=O)cc2)CC1=O (stereo not drawn) | 0% | 1% | 4% | 12 | -2% | -7% | -8% | 0% | -4% | -5%
COc1ccc(/C=C/CN2CCC(Oc3ccc(C(=O)N4CCCCC4)cc3)CC2)cc1 | 2% | 5% | -27% | 0 | -6% | 4% | -48%[inhibitor] | 6% | 0% | 0%
O=S(=O)(Cc1cc(-c2ccccc2)no1)c1ccccc1 | 0% | -4% | 2% | -1 | -21% | 0% | 16% | 0% | -2% | 3%
COCC1CCCN(Cc2nc(-c3ccc4c(c3)OCO4)no2)C1 (stereo not drawn) | -1% | -7% | -1% | 2 | 1% | 3% | ? | -1% | -5% | -2%
CC(=O)N1CCCc2cc(S(=O)(=O)N3CCCC(C(=O)NCc4ccc(Cl)cc4)C3)ccc21 (stereo not drawn) | 3% | 7% | 7% | -11 | -8% | -4% | -10% | 0% | -5% | -2%
CC(Oc1cc2oc(=O)c3c(c2cc1Cl)CCCC3)C(=O)NCc1ccncc1 (stereo not drawn) | 3% | 6% | · | 5 | 0% | -3% | 1% | 14% | -3% | -19%
Cc1oc2c(CN3CCC(C)CC3)c(O)ccc2c(=O)c1-c1ccccc1 | 99%[activator] | 9% | -19% | 3 | 0% | -5% | ? | -1% | 2% | 2%
COc1ccc(OC)c(C(=O)CN2C(=O)C(=O)N(C3CCCC3)C2=O)c1 | -2% | · | · | 5 | · | 3%[46.1 µM] | 8% | 7% | -5% | ·
COc1ccc(OC)c(NC(=S)N2c3ccccc3CC2C)c1 (stereo not drawn) | -1% | -3% | · | 3 | 0% | -2% | 21% | -8% | -8% | 1%
COc1ccc(CCNC(=O)C(=O)NCC2OCCN2S(=O)(=O)c2ccc(Br)cc2)cc1OC (stereo not drawn) | 6% | 16% | 6% | -17 | 6% | -4%[46.1 µM] | 18% | -1% | 1% | 1%
Nn1c(SCC(=O)NCCC2=CCCCC2)nnc1C(F)(F)F | 3% | 5% | 3% | -1 | -6% | -69% | 7%[7.66 µM] | 0% | -4% | 0%
CC(C)CN(C(=O)CN1CCC(C)CC1)c1c(N)n(CC(C)C)c(=O)[nH]c1=O | 4% | 16% | -16% | -32 | -8% | 1% | 41% | 9% | -8% | 3%
Cc1ccc(C(=O)Nc2ccc3c(c2)nc(CCNC(=O)c2ccco2)n3C)cc1 | 0% | 1% | ? | -4 | -4% | 2% | ? | -4% | -6% | 0%
C=CCOC(=O)C1=C[C@@H](c2csc3ccccc23)[C@H](CCCO)[C@@H](OCC)O1 | -6% | · | · | · | · | 0% | -14% | · | -2% | ·

3 entries out of the list, arranged by molar mass, rising.
SMILES | ASM inhibitor | CXXC DNA block | Menin MLL FP TR | TSHR antagonist | MBNL1-CUG inh | TCR act | a7 integrin act | A-T KAP1 phos | PTAP TSG101 blk | Mito fusion act
Cc1oc2c(CN3CCC(C)CC3)c(O)ccc2c(=O)c1-c1ccccc1 | 99%[activator] | 9% | -19% | 3 | 0% | -5% | ? | -1% | 2% | 2%
C=CCOC(=O)C1=C[C@@H](c2csc3ccccc23)[C@H](CCCO)[C@@H](OCC)O1 | -6% | · | · | · | · | 0% | -14% | · | -2% | ·
COc1ccc(CCNC(=O)C(=O)NCC2OCCN2S(=O)(=O)c2ccc(Br)cc2)cc1OC (stereo not drawn) | 6% | 16% | 6% | -17 | 6% | -4%[46.1 µM] | 18% | -1% | 1% | 1%

Additional structures.
SMILES | ASM inhibitor | CXXC DNA block | Menin MLL FP TR | TSHR antagonist | MBNL1-CUG inh | TCR act | a7 integrin act | A-T KAP1 phos | PTAP TSG101 blk | Mito fusion act
CCCS(=O)(=O)c1nnnn1-c1cccc(OC)c1 | -2% | 31%[activator] | -16% | -12 | -5% | · | -55%[inhibitor] | 4% | · | -26%
O=C(c1ccc2c(c1)OCO2)N1CCN(c2ccccn2)CC1 | 3% | -1% | -6% | 3 | -5% | 6%[46.1 µM] | 1% | 13% | 1% | -5%
COC(=O)c1ccc(NC(=O)CN(Cc2ccc(Cl)cc2)S(C)(=O)=O)cc1 | -1% | 7% | 0% | -11 | -8% | 1% | ? | -1% | -5% | 21%
CC1(C)O[C@H]2CC(=O)OC[C@]23[C@H]2CC[C@@]4(C)[C@H](c5ccoc5)OC(=O)[C@H]5O[C@]54[C@]2(C)[C@@H](O)C[C@@H]13 | 2% | · | · | -12 | · | 1% | 17% | 3% | -2% | 1%
CCn1c(SCC(=O)NC2(C#N)CCCCC2)nc2ccccc2c1=O | 5% | · | · | 9 | · | 2% | -11% | -8% | 1% | 0%
Cc1cccc(NC(=S)N2CCN(c3cc(C)ccc3C)CC2)c1 | -2% | -1% | -8% | -6 | -6% | 1%[46.1 µM] | -42% | -1% | -1% | -14%
Cc1nc(SCC(=O)Nc2c(C)n(C)n(-c3ccccc3)c2=O)c2cnn(-c3ccccc3)c2n1 | 2% | · | · | · | · | 2% | ? | · | -6% | ·
CCCOc1ccc(CNC(=O)C2CCN(c3nnc(N4CCCC4=O)s3)CC2)cc1 | -1% | · | 8% | -3 | -9% | -6% | -1% | 17% | -3% | -3%
COc1cccc(CN2CCN(CCc3ccccc3)C(CCO)C2)c1OC (stereo not drawn) | 0% | -1% | -14% | 4 | -4% | 4% | -20% | 2%[11.5 µM] | -2% | 0%
Cn1nc(C(F)(F)F)c(CNC(=O)C(C)(C)CCl)c1N1CCOCC1 | 3% | 0% | 5% | -3 | 1% | 3% | -7% | 4% | -9% | -1%
CC(=O)c1sc(N)nc1C | 8% | · | · | -10 | · | 6% | 11%&22% | 5% | 1% | -3%
COc1ccc(C(=O)Nc2ccccc2NC(=O)c2ccc(OC)cc2)cc1 | -2% | · | · | · | · | 3% | 20% | · | -8% | ·
CC(C)(C)NC(=O)NC(=O)COC(=O)Cn1c(C(F)(F)F)nc2ccccc21 | 4% | 3% | -1% | 1 | 1% | -10% | 10% | 1% | -3% | -2%
Cc1cc(NC(=O)CCCC(=O)N(CC(=O)NC2CCCCC2)c2ccccc2)no1 | 4% | -5% | -2% | 6 | 0% | -2% | -17% | -12% | -7% | 5%
CCc1noc(C)c1C(=O)N1CCN(S(=O)(=O)c2ccc(Cl)s2)CC1 | -3% | · | · | 3 | · | -3% | -14% | 6% | -5% | -7%
C=CCNC(=O)COC(=O)COc1ccc(Cl)cc1C | 4% | -3% | 2% | -1 | 0% | 0% | -15% | 0% | -2% | 3%
O=C(N=Nc1c(O)n(Cc2ccccc2)c2ccccc12)c1ccc(O)cc1 | ? | 11% | 17% | -3 | ? | 2%[46.1 µM] | 0% | -5% | -6% | 0%
O=C(Nc1ccnn1C1CCN(C(=O)c2ccc(Cl)c(F)c2)CC1)C1CCOC1 (stereo not drawn) | 1% | 8% | · | 9 | 0% | 7% | 14% | 3% | · | 0%
CCC(C)NC(=O)CNS(=O)(=O)c1ccc(C)cc1 (stereo not drawn) | 0% | -6% | -1% | 10 | ? | 0%[46.1 µM] | 11% | · | -3% | 4%
CC(C)c1c(C(=O)N/N=C/C2CC=CCC2)nnn1-c1nonc1N (stereo not drawn) | -2% | 6% | · | 11 | -12% | -1% | 13% | 0% | -2% | 1%
COc1ccc(Cn2ccnc2SCC(=O)Nc2ccccc2)cc1 | -3% | 4% | · | 5 | 1% | -12% | -6% | 11% | 1% | -4%
Cc1cccc(C)c1OCC(=O)NNC(=O)Nc1ccc(Cl)cc1 | 1% | 7% | 13% | 1 | -2% | -1% | 10% | -2% | 1% | -3%
Cc1ccc(C(=O)O)cc1NC(=O)CCc1ccccc1 | 4% | 3% | 4% | -6 | -1% | -2% | -21% | 2% | -2% | 1%
CC(C)N1CCN(Cc2coc3ccccc3c2=O)CC1CCO (stereo not drawn) | 1% | -1% | -8% | 2 | -12% | -5% | 4% | 1% | 1% | 5%
CC(C)C(=O)Nc1cccc(COc2cccc(CN(Cc3ccccc3)C(=O)OC(C)(C)C)c2)c1 | -6% | · | · | · | · | 4% | -17% | · | 1% | ·

This is a subset; the hit share may differ from the screen's.
